Screening results: PubChem, several laboratories
NPR2 activator: GC-B (human) receptor activation | P20594 | HEK293-GC-B cells, CNP EC30, cGMP TR-FRET; 0% at EC30 CNP, 100% saturating CNP | activation, % at 10 µM | 0.11% of 370,000 active | AID 1920062;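 active = activation at 10 µM reaching about 35% in either raw or pattern-adjusted values, limit read from the data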
MBD2 inh: MBD2-methylated oligo binding inhibition; inhibition, % at 4.4 µM; TR-FRET, MBD2 binding to methylated oligonucleotide; 0.31% of 370,000 active; Q9UBB5; in the data active = inhibition above about 13%
LEDGF integ inh: blocks HIV-1 LEDGF/p75-dependent DNA integration; TR-FRET IN-LEDGF/p75 DNA integration, Eu/Cy5; inhibition, % at 3.7 µM; 0.64% of 370,000 active;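 active = inhibition above the screen-wide mean plus 3 SD, cut at about 13% in these data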;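 note: signal is the Cy5 over europium emission ratio at 671 and 618 nm; 0% = plate median of compound wells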
SIAE primary: inhibitors of human sialic acid acetylesterase SIAE. Q9HAT2. SIAE FP-Rh probe binding, fluorescence polarization. inhibition, % at 9.66 µM. 0.69% of 370,000 active. AID 1053197;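 active = inhibition above a cutoff: mean of compounds within the control limits plus 3 SD of those, cut at about 17% in these data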;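 note: 0% = plate median of compound wells and 100% = probe without SIAE protein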
TCR CD3 inh: inhibitors of human TCR-CD3 interaction. 0.37% of 360,000 active. inhibition, % at 9.4 µM. TAMRA-labeled TCR probe fluorescence, biochemical; in the data active = inhibition above about 19%;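 note: recombinant mutant TCR 2C K166C tagged with TAMRA read by polarization; 0% = receptor in buffer alone and 100% = receptor with positive control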
HTRA1 inhibitor: blocks human HTRA1 serine peptidase | Q92743 | recombinant HTRA1, FP-rhodamine activity-based probe, fluorescence polarization | inhibition, % at 5.96 µM | 0.5% of 340,000 active | AID 504803; in the data active = inhibition above about 36%;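 note: 0% = enzyme with DMSO and 100% = wells lacking enzyme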
Target sequence (Q92743 whole entry, looked up): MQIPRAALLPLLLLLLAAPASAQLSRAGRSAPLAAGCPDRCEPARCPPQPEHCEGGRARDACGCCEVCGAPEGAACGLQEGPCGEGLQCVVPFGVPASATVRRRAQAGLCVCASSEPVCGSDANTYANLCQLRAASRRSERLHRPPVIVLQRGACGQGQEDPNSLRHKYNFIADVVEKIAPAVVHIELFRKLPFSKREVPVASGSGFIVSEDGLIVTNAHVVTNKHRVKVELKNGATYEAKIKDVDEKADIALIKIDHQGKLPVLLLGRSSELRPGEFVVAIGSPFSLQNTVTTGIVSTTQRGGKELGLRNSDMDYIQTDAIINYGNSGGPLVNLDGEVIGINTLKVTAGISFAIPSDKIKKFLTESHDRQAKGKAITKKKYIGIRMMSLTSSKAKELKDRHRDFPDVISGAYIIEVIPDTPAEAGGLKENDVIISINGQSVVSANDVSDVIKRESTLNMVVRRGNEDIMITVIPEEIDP
ABHD4 inh: inhibitors of mouse ABHD4. 0.54% of 370,000 active. AID 720543. Q8VD66. inhibition, % at 8.92 µM. purified mABHD4, FP-Rh probe fluorescence polarization;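 active = inhibition exceeding the mean over every tested compound plus 3 SD, cut at about 30% in these data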;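 note: 0% = plate median of compound wells and 100% = S159A mutant with DMSO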
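Assay system: mABHD4 protein; medium: HEPES pH 7.0, NaCl, Pluronic buffer; dosing: 8.92 µM, single dose; schedule: 45 min + 60 min at 25 °C; signal: FP readout, ex 525 nm / em 598 nm; read-out: normalized percent inhibition of probe labeling; repeats: single replicate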
TDP2 absorb: TDP2 (human) inhibition, absorbance primary screen. O95551. recombinant TDP2, T5PNP hydrolysis, p-nitrophenol absorbance 415 nm. inhibition, % at 12.8 µM. 0.34% of 370,000 active;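 active = inhibition above the mean of all tested compounds plus 3 SD, set per campaign, cut at about 25% in these data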;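 note: 0% = DMSO with enzyme and 100% = buffer with substrate but no TDP2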
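System – recombinant human TDP2 · Amount – 120 nM TDP2 per well · Buffer or medium – Mg2+-containing Tris-HCl buffer, pH 7.5 · Reagent – T5PNP substrate, 5 mM · Dosing – 12.8 µM single point, 1% DMSO · Incubation – 2 h at 37 °C · Measured by – epi absorbance · Read-out basis – percent inhibition · Benchmarks – high control without enzyme, low control DMSO plus TDP2 · Repeats – singlicate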
PRMT1 inh: inhibitors of human PRMT1 | Q99873 | 1.3% of 370,000 active | inhibition, % at 2.79 µM | recombinant PRMT1, activity-based probe fluorescence polarization;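 active = inhibition above about 21% made by adding two undisclosed values, limit read from the data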
Target sequence (Q99873 whole entry, looked up): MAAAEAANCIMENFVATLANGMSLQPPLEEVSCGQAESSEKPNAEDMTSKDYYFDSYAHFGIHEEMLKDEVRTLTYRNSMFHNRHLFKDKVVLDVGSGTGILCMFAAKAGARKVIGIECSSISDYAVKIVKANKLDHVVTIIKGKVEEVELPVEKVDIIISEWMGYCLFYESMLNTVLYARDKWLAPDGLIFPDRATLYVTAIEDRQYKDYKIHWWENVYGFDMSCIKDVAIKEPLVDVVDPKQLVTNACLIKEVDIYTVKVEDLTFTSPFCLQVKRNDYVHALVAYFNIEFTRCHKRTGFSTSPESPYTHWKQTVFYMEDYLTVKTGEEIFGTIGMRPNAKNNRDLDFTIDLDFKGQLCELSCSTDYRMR
rCAG RNA binder: r(CAG) repeat RNA binding. TO-PRO-1 dye displacement fluorescence. inhibition, % at 3 µM. 1.3% of 370,000 active. AID 651821;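 active = inhibition above the plate cutoff, the mean of all test compounds on that plate plus 3 SD, cut at about 35% in these data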;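 note: 0% = DMSO alone and 100% = 100 µM mitoxantrone as full dye displacement; higher means more dye released from RNA so lower well fluorescence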
* marks the source's active call; other numbers are inactive results; x = no result given.

SMILES | NPR2 activator | MBD2 inh | LEDGF integ inh | SIAE primary | TCR CD3 inh | HTRA1 inhibitor | ABHD4 inh | TDP2 absorb | PRMT1 inh | rCAG RNA binder
CC(=O)OC12CCCN(C1)/C(=C/c1ccc(Cl)cc1)C2 (centres undefined) | -10 | 7 | 2 | 1 | x | x | 0 | -10 | 4 | 1
C=CCOC(=O)C1=C[C@H](C2CCCCC2)[C@@H](CCCO)[C@H](OCC)O1 | -2 | 4 | 1 | -2 | -5 | -7 | -3 | -6 | 0 | -9
COC(=O)c1cccc(NC2CC(=O)N(c3ccc(OC)c(OC)c3)C2=O)c1 (centres undefined) | 2 | 1 | -5 | -3 | 3 | -3 | -3 | -4 | 0 | 2
CCCn1c(SCC(=O)Nc2cccc(C)n2)nnc1C(C)C | 1 | 4 | 0 | 1 | 4 | x | -5 | 13 | -1 | -2
COCc1ccc(C(=O)N2CCCC(N(C)CCc3ccc(OC)c(OC)c3)C2)s1 (centres undefined) | -1 | -1 | 1 | -6 | -3 | 6 | 4 | 14 | -2 | -8
Cn1c(-c2ccccc2)nc2cnccc21 | 3 | -2 | 6 | 2 | 1 | -4 | -1 | -4 | 0 | 0
COc1ccc(NC(=S)N2CCN(c3ccccn3)CC2)cc1OC | 5 | 4 | 0 | -5 | -7 | 6 | 11 | -9 | 1 | -1
CC1(C)CC(=O)C(C2=NC(C)(C)Cc3ccccc32)=C(O)C1 | 2 | -2 | -1 | 7 | -1 | 3 | 1 | -1 | -1 | 7
CC(C)CCNC(=O)CCn1nc(-c2ccc(Cl)cc2)ccc1=O | -5 | 1 | 1 | 0 | 6 | 8 | -2 | 2 | -2 | -4
CN(c1ccc(-c2csc(NC(=O)CCCc3nc4ccccc4c(=O)[nH]3)n2)cc1)S(C)(=O)=O | -5 | -1 | 4 | -2 | 0 | -6 | -7 | -1 | -3 | 12
CCCCOc1cccc(C(=O)Nc2ccc(S(=O)(=O)Nc3cc(C)on3)cc2)c1 | -3 | -4 | 4 | -5 | 0 | 2 | -4 | -1 | -1 | 19
COC(=O)c1ccc2nc(-c3ccc(C#N)cc3)c(Cc3cccc(Cl)c3)n2c1 | 8 | 3 | 1 | -1 | 0 | x | -5 | 5 | 1 | 12
COC(=O)c1ccc(CSc2nc3ccccc3s2)o1 | x | 1 | 1 | -2 | -1 | -17 | 5 | -8 | 1 | 1
O=C(c1cccc(Br)c1)c1conc1C(=O)c1ccco1 | 1 | 0 | -3 | -6 | 4 | -7 | -7 | -9 | -2 | 4
O=C(CCCc1nc2ccccc2s1)N1CCN(S(=O)(=O)c2cccs2)CC1 | 1 | 1 | 2 | -3 | -5 | -1 | 10 | 9 | 15 | -5
COc1ccccc1-c1nnc2sc(COc3ccc(Cl)cc3Cl)nn12 | -1 | 1 | -2 | -8 | 9 | -15 | 1 | 9 | -1 | 7
O=C(CSc1nnnn1-c1ccccc1)Nc1nsc(-c2ccccc2)n1 | -2 | -6 | -2 | 3 | 4 | 0 | -5 | 9 | -1 | 1
C/C(=N\OC(=O)c1ccc(Cl)c(Cl)c1)c1sc(C)nc1C | 2 | -5 | -3 | 5 | 3 | 4 | 2 | 7 | 1 | 1
COc1ccc(S(=O)(=O)N(C)c2ccc(C(=O)NCCC(C)C)cc2)cc1 | 1 | -6 | 5 | 3 | 4 | -8 | -1 | -6 | -3 | -5
O=C(O)CC(Sc1ccc(Cl)cc1)C(=O)Nc1ccccc1 (centres undefined) | 3 | 2 | 2 | -1 | 1 | x | 2 | 1 | 1 | 4
CC(=O)c1ccc(S(=O)(=O)Nc2ccc(C(=O)N(C)CC(=O)Nc3cccc(C)c3C)cc2)cc1 | 3 | 2 | -5 | -7 | -5 | 0 | 1 | 6 | 6 | 12
COc1ccccc1C(=O)N/C(=C\c1ccc(Br)cc1)C(=O)N1CCCC1 | 0 | -4 | 0 | 5 | 5 | x | 7 | 15 | 0 | -9
CCN1C(=O)C(O)(CC(=O)c2ccc3c(c2)OCCO3)c2ccccc21 (centres undefined) | -1 | 6 | 2 | 0 | 2 | -4 | -2 | -4 | -11 | 2
CCOC(=O)[C@@]12CCCC3=C1N(CCC3)C(=O)[C@H]2CC(=O)N1CCCC1 | 5 | 0 | 0 | -2 | x | x | 1 | 5 | -2 | -2
COc1cc(CN(C)Cc2nc3cc(C(F)(F)F)ccc3c(=O)[nH]2)ccc1OC(F)F | -9 | 2 | -1 | -4 | -15 | -9 | -5 | -14 | 4 | -5
CCOC(=O)C1=C(CN2CCN(C(=O)OCC)CC2)NC(=O)NC1c1ccc2c(c1)OCO2 (centres undefined) | -1 | -6 | 1 | 2 | 0 | 0 | -6 | 3 | 0 | -12
Nc1nc(NCCOCCO)nc(NCC2CCCO2)c1[N+](=O)[O-] (centres undefined) | -5 | 4 | 0 | -2 | 2 | 1 | 6 | 7 | 0 | -1
COc1ccc(-c2cc(C(F)(F)F)nc(N3CCOCC3)n2)cc1OC | -5 | 0 | 3 | -1 | -7 | -5 | 0 | -9 | -2 | -1
CCCc1nnc(SCC(=O)N2CCCC2)n1CC1CCCO1 (centres undefined) | -1 | -5 | 1 | -1 | 2 | -2 | 9 | 8 | 0 | 0
CC(=O)NC(CC(=O)c1ccc([N+](=O)[O-])cc1)C(Cl)(Cl)Cl (centres undefined) | 3 | 1 | -1 | 12 | 6 | -2 | 1 | 10 | 2 | -1
COc1cccc(OC)c1OCCNCC1COc2ccccc2O1 (centres undefined) | -4 | -3 | -3 | 2 | -1 | -3 | -3 | 5 | 0 | -3
CCCCCCOc1ccc(N2C(=O)CC(N3CCN(C(=O)c4ccco4)CC3)C2=O)cc1 (centres undefined) | -6 | 0 | 1 | -5 | 4 | -3 | 0 | 6 | 3 | 4
CC1Cc2ccccc2N1C(=O)CN(C)CC(=O)Nc1ccc(F)cc1 (centres undefined) | -6 | 0 | -6 | 2 | -1 | -1 | -3 | 4 | 5 | -1
CC(C)[C@H](NC(=O)N1CCn2c1nc1ccccc12)C(=O)N[C@H](C(=O)O)c1ccccc1 | -8 | 6 | 0 | 5 | -8 | 0 | -2 | 12 | 4 | 15
CCN(CC)S(=O)(=O)c1ccc(S(=O)(=O)NCC2CCCO2)cc1 (centres undefined) | 8 | 1 | -2 | -3 | 1 | 2 | -2 | 11 | 20 | -3
CCCCNC(=O)NC(C(=O)OC)C12CC3CC(CC(C3)C1)C2 (centres undefined) | 1 | -3 | 0 | -1 | -5 | -4 | -2 | -18 | -2 | -4
c1ccc2oc(SCc3cn4ccccc4n3)nc2c1 | -3 | -6 | 0 | 3 | -2 | 0 | -5 | 1 | -2 | -5
NC(=O)c1ccccc1NC(=O)C1CCCO1 (centres undefined) | -4 | 4 | -6 | -8 | -1 | 2 | 0 | -13 | 0 | 3
Cc1ccc(CN2CCN(C/C=C/c3ccc(F)cc3)CC2CCO)o1 (centres undefined) | 4 | 1 | -1 | 8 | 4 | -1 | 5 | 10 | 1 | -7
COc1ccc(OC)c(/C(O)=C/C(=O)C(=O)Nc2ccccc2OC)c1 | -4 | 15* | -1 | 4 | 2 | 0 | 6 | 15 | 5 | 8
Nc1nc(SCC(=O)Nc2ccccc2)nc2nc3c(cc12)CCCC3 | 10 | -7 | -1 | -9 | 6 | -14 | -8 | 6 | 2 | 12
COc1ccc(CCNC(=O)CSc2nc(N)c3c(C)c(C)oc3n2)cc1OC | -5 | -5 | 0 | -1 | -2 | 4 | 1 | 5 | 1 | 1
CN(C(=S)NC(=O)c1ccccc1)c1c(N)n(Cc2ccccc2)c(=O)[nH]c1=O | 6 | 1 | 0 | 2 | 2 | 5 | 8 | 5 | 0 | -3
O=C(COC(=O)CCc1ccc(S(=O)(=O)N2CCOCC2)cc1)NCc1ccccc1 | 7 | 0 | -1 | -1 | -1 | 3 | 5 | 4 | -6 | -8
CN(CC(=O)Nc1ccc(F)cc1)C(=O)COC(=O)c1ccccc1 | 4 | 0 | -2 | -4 | 2 | -4 | 3 | 3 | -2 | -1
CCc1cc(C(=O)Nc2cc(S(=O)(=O)N3CCCCC3)ccc2N2CCN(C)CC2)sc1C | 2 | -3 | 1 | 1 | -2 | -37 | -2 | -9 | -5 | 8
Cc1c(C(O)CN2CCC(C(N)=O)CC2)c2ccccc2n1C (centres undefined) | 3 | 3 | 3 | 9 | -2 | 1 | -4 | -1 | 9 | 3

12 of these compounds in another layout:
Under each structure: NPR2 activator, MBD2 inh, LEDGF integ inh, SIAE primary, TCR CD3 inh, HTRA1 inhibitor, ABHD4 inh, TDP2 absorb, PRMT1 inh, rCAG RNA binder
> CC(=O)OC12CCCN(C1)/C(=C/c1ccc(Cl)cc1)C2 (centres undefined)
 : -10, 7, 2, 1, x, x, 0, -10, 4, 1
> C=CCOC(=O)C1=C[C@H](C2CCCCC2)[C@@H](CCCO)[C@H](OCC)O1
 : -2, 4, 1, -2, -5, -7, -3, -6, 0, -9
> COC(=O)c1cccc(NC2CC(=O)N(c3ccc(OC)c(OC)c3)C2=O)c1 (centres undefined)
 : 2, 1, -5, -3, 3, -3, -3, -4, 0, 2
> CCCn1c(SCC(=O)Nc2cccc(C)n2)nnc1C(C)C
 : 1, 4, 0, 1, 4, x, -5, 13, -1, -2
> COCc1ccc(C(=O)N2CCCC(N(C)CCc3ccc(OC)c(OC)c3)C2)s1 (centres undefined)
 : -1, -1, 1, -6, -3, 6, 4, 14, -2, -8
> Cn1c(-c2ccccc2)nc2cnccc21
 : 3, -2, 6, 2, 1, -4, -1, -4, 0, 0
> COc1ccc(NC(=S)N2CCN(c3ccccn3)CC2)cc1OC
 : 5, 4, 0, -5, -7, 6, 11, -9, 1, -1
> CC1(C)CC(=O)C(C2=NC(C)(C)Cc3ccccc32)=C(O)C1
 : 2, -2, -1, 7, -1, 3, 1, -1, -1, 7
> CC(C)CCNC(=O)CCn1nc(-c2ccc(Cl)cc2)ccc1=O
 : -5, 1, 1, 0, 6, 8, -2, 2, -2, -4
> CN(c1ccc(-c2csc(NC(=O)CCCc3nc4ccccc4c(=O)[nH]3)n2)cc1)S(C)(=O)=O
 : -5, -1, 4, -2, 0, -6, -7, -1, -3, 12
> CCCCOc1cccc(C(=O)Nc2ccc(S(=O)(=O)Nc3cc(C)on3)cc2)c1
 : -3, -4, 4, -5, 0, 2, -4, -1, -1, 19
> COC(=O)c1ccc2nc(-c3ccc(C#N)cc3)c(Cc3cccc(Cl)c3)n2c1
 : 8, 3, 1, -1, 0, x, -5, 5, 1, 12

Part of the list above, as comma-separated lines.
canonical_smiles,NPR2 activator,MBD2 inh,LEDGF integ inh,SIAE primary,TCR CD3 inh,HTRA1 inhibitor,ABHD4 inh,TDP2 absorb,PRMT1 inh,rCAG RNA binder
CN(C(=S)NC(=O)c1ccccc1)c1c(N)n(Cc2ccccc2)c(=O)[nH]c1=O,6,1,0,2,2,5,8,5,0,-3
O=C(COC(=O)CCc1ccc(S(=O)(=O)N2CCOCC2)cc1)NCc1ccccc1,7,0,-1,-1,-1,3,5,4,-6,-8

The list is partial; count on the stated rates, not on these rows.
